Screening data as filed in PubChem.
IEC-6 tox = counter-screen for KLF5 inhibitors: cytotoxicity in IEC-6 cells. IEC-6 cytotoxicity, luminescence viability. inhibition, % at 5 µM. hit rate 0.78% among 290,000. AID 1825; in the data active = inhibition above about 22%;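 also: 0% = plate median of test compound wells and 100% = cytotoxic reference compound wells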
HSF-1 act = increases HSF-1 driven luciferase reporter signal; activation, % at 9 µM; NIH3T3-HGL HSF-1 luciferase reporter, MG132, 8 h; 100% = twice DMSO control signal; hit rate 1.7% among 300,000;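 active = mean replicate activation of at least 50% with a set share of replicates each reaching 50%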;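 also: 0% = median of the neutral control wells and 100% = twice that signal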
HSF1 inh = HSF1 inhibition; hit rate 0.77% among 300,000; NIH3T3-HGL HSE-luciferase, MG132-induced, luminescence 8 h; active compounds read low; AID 2098; activity change, negative = inhibition, % at 7.5 µM (by protocol);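 active = more than half of replicate wells show activity change below -50%, luminescence cut by over half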;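 also: luciferase reports HSF-1 transcriptional activity via heat shock element; 0% = median of DMSO wells and -100% = zero luminescence signal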
aSyn 5UTR inh = MLPCN primary screen, SNCA 5' untranslated region; alpha-synuclein 5'UTR reporter, inhibitor activity; inhibition, % (tested at 7.5 µM); hit rate 0.82% among 300,000; in the data active = inhibition above about 60%;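 also: H4 neuroglioblastoma cells stably carrying SNCA 5'UTR luciferase fusion; 0% = DMSO wells and 100% = positive control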
HSP90 inh = inhibitors of HSP90 luciferase refolding in rabbit reticulocyte lysate; luciferase refolding luminescence, 3 h; inhibition, % at 5.6 µM; hit rate 0.91% among 290,000;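 active = inhibition above the screen-wide mean plus 3 SD, computed separately per campaign, cut at about 16% in these data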;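 also: 0% = DMSO wells and 100% = 60 µM geldanamycin wells; inhibitors lower the luminescence because luciferase stays unfolded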
GSK3beta inhib = inhibitors of human GSK3beta kinase. P49841. GST-GSK3beta kinase, ADP-Glo luminescence, 60 min; active compounds read low. activity score (negative = inhibition), % at 10 µM. hit rate 0.038% among 300,000;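 active = more than half of replicate wells score below -50%, meaning over 50% inhibition versus plate controls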;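 also: 0% = median DMSO wells and -100% = median GW8510 positive control wells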
Target sequence (P49841 whole entry, looked up): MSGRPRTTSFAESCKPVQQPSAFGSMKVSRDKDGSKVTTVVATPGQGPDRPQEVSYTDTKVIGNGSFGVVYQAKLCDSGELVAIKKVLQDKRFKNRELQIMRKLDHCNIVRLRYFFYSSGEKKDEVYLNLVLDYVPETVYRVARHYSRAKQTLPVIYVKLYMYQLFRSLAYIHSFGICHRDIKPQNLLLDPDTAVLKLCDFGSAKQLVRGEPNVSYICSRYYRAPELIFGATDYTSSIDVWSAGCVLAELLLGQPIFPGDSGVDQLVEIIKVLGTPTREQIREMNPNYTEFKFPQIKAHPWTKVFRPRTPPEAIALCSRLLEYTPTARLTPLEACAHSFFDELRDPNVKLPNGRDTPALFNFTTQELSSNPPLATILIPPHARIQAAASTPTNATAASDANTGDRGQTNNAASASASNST
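Assay system: GST-fused GSK3beta enzyme, cell-free / Medium: Tris pH 7.5 buffer with MgCl2, DTT, BSA, heparin / Also added: peptide substrate plus 25 µM ATP (final) / Compound: 10 µM single point / Timing: kinase reaction with compound 60 min at room temperature / Detection: ADP-Glo luminescence / Benchmarks: DMSO neutral wells and GW8510 at 20 µM as positive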
HIF act = HIF pathway transcriptional activation; activation, % at 7.5 µM (by protocol); hit rate 0.32% among 300,000; U2OS HRE-luciferase reporter, luminescence; normalized: DMSO 0%, desferrioxamine 100%;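 active = mean activation of at least 10% of the iron chelator positive control signal, with at least half of replicates also reaching 10%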
KLF5 inh = kruppel-like factor 5 inhibition | DLD-1 KLF5 promoter-luciferase reporter, luminescence | AID 1700 | hit rate 0.23% among 290,000 | inhibition, % at 5 µM;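 active = inhibition above a per-plate limit of that plate's mean compound inhibition plus 3 SD, cut at about 60% in these data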;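 also: 0% = DMSO wells and 100% = LY294002 at 200 µM; higher means less KLF5 promoter-driven luciferase light; inactives centre near -14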
AI-2 QS modul = Vibrio harveyi AI-2 quorum sensing modulation. Vibrio harveyi JMH597 AI-2 luminescence/OD600 ratio, 9 h; active compounds read low; strain lacks LuxN and CqsS sensors; 0 = neutral-control median. activity change, % at 7.5 µM. hit rate 0.4% among 300,000. AID 2094; in the data active = activity change below about -75%, passing the limit was not always enough;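 also: luminescence divided by OD600 gain over 9 h not by final OD600 alone; inactives centre near 13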
GSK3 alpha inh = blocks human GSK-3 alpha kinase. P49840. ADP-Glo luminescence, 60 min. hit rate 0.1% among 320,000. inhibition, % at 10 µM. AID 2650;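 in the data active = inhibition above about 50%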;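 also: GST-tagged GSK-3 alpha with peptide substrate and 25 µM ATP; 0% = DMSO neutral wells and 100% = GW8510 positive control wells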
Target sequence (P49840 whole entry, looked up): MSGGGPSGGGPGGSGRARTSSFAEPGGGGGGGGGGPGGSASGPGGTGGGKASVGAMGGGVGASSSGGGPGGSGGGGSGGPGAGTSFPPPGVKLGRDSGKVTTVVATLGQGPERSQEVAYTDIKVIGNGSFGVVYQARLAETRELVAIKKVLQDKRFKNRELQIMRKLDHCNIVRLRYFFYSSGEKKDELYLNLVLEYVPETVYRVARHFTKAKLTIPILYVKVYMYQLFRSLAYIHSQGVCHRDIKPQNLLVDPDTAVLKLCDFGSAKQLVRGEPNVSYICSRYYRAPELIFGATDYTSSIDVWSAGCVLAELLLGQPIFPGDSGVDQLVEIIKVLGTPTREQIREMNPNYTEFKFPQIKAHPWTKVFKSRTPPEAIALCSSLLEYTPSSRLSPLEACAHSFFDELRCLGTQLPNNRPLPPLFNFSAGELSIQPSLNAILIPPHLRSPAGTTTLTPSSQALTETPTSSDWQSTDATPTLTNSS
* = called active by the depositor; / = no result given. Rows are unselected; any-hit rate near 4.7%.

Each structure is followed by: HSF-1 act, GSK3 alpha inh, AI-2 QS modul, HSF1 inh, HSP90 inh, GSK3beta inhib, KLF5 inh, HIF act, aSyn 5UTR inh, IEC-6 tox
> Cc1cc(C)nc(CCNC(=O)c2cc(COc3ccc(F)cc3Cl)on2)n1
→ 3, 0, 13, 3, -6, 3, -140, -0.5, 20, -2
> COc1ccc(N(CC(=O)Nc2cccc(N(C)S(C)(=O)=O)c2)S(=O)(=O)c2ccc(F)cc2)cc1
→ -1, 2, -3, 0, 0, -1, -11, 1.4, -5, 10
> Cc1ccc(CNC(=O)CNS(=O)(=O)c2ccc(Br)s2)cc1
→ 2, 0, -13, -3, 3, -1, -8, -0.1, -7, 6
> COc1cccc(C(=O)COc2cccc(NC(=O)c3cccc([N+](=O)[O-])c3)c2)c1
→ /, -2, /, /, 1, /, 1, /, /, 3
> Cc1ccc(S(=O)(=O)c2ccc(Cl)cc2)cc1S(=O)(=O)N(C)CC(=O)O
→ -5, -1, 2, -11, 1, 2, 8, 0.1, 2, 8
> CC(=O)N(c1ccccc1)c1c(F)c(F)c(F)c(F)c1F
→ -5, -2, 3, -9, 0, -2, -26, 0.0, 1, -2
> Cc1ccc2nc(N3CCN(C(=O)c4ccc(F)cc4)CC3)c(C#N)cc2c1
→ 8, 1, 43, -4, -4, 3, -25, -45, 6, -1
> Cc1nnc(SCC(=O)N/N=C/c2cn(-c3ccccc3)nc2-c2ccccc2)n1-c1ccccc1
→ 10, 1, 22, 4, -2, 1, -12, 0.3, -22, 5
> COCC(C)NCc1cccc([N+](=O)[O-])c1 (stereo unspecified)
→ 12, -3, 4, 3, -1, -1, 7, 0.1, 14, -2
> CCOC(=O)C1CCCN(C(=O)c2ccc3nc(-c4cccc(OC)c4)oc3c2)C1 (stereo unspecified)
→ -31, -2, 19, -28, 21*, 4, -51, 2.5, -30, 30*
> Cc1ccccc1C(=O)N1CCN(c2nc(N3CCOCC3)nc(N3CCOCC3)n2)CC1
→ 2, 0, 6, -1, -2, 0, -17, 0.4, 3, 1
> CC(C)CNC(=O)C(=O)NCCC1CCCCN1S(=O)(=O)c1cccs1 (stereo unspecified)
→ -1, 2, 20, -1, /, 2, /, 1.1, 9, /
> COc1ccc(Cl)cc1NC(=O)CN(C)CC(=O)Nc1ccc(Br)cc1
→ 14, -2, /, 4, 2, /, -16, -0.3, 10, -1
> CCSc1nnc(NC(=O)[C@@H](NC(=O)c2ccc(C(C)(C)C)cc2)C(C)C)s1
→ 12, -1, 23, -1, 8, 0, -9, 0.0, 24, -2
> O=C(NCCN1CCOCC1)C(=O)NCC1OCCCN1S(=O)(=O)c1cc(F)ccc1F (stereo unspecified)
→ -4, 0, 10, 0, -6, 3, -34, -0.2, -5, -8
> O=C(Nc1ccc(F)cc1)C1CCCN(S(=O)(=O)c2ccc(-n3cnnn3)cc2)C1 (stereo unspecified)
→ 19, 1, 6, -1, 0, -1, -17, -1.6, 6, 2
> Cc1coc(C)c1C(=O)CC1(O)C(=O)N(C)c2ccc(Cl)cc21 (stereo unspecified)
→ -24, 2, 7, -18, 1, 0, -37, -0.2, -17, 5
> CCOc1ccc(S(=O)(=O)N2CCC(C(=O)N3CCOCC3)CC2)cc1Cl
→ 5, -2, 10, -1, -3, 1, 3, -0.2, 17, -3
> CCn1cc(CNC(=O)c2ccc(Cl)c([N+](=O)[O-])c2)c(C)n1
→ 13, 0, 3, -6, 4, 1, -3, -0.3, -17, -4
> Cc1ccc(-n2ccc(=O)c(C(=O)O)n2)cc1
→ -9, -2, 3, -13, 1, 1, -1, -1.1, 12, 2

Records above shown as hits in HSP90 inh:
molecule	HSF-1 act	GSK3 alpha inh	AI-2 QS modul	HSF1 inh	HSP90 inh	GSK3beta inhib	KLF5 inh	aSyn 5UTR inh
CCOC(=O)C1CCCN(C(=O)c2ccc3nc(-c4cccc(OC)c4)oc3c2)C1 (stereo unspecified)	-31	-2	19	-28	21*	4	-51	-30

(further entries)
Each structure is followed by: HSF-1 act, GSK3 alpha inh, AI-2 QS modul, HSF1 inh, HSP90 inh, GSK3beta inhib, KLF5 inh, HIF act, aSyn 5UTR inh, IEC-6 tox
> CCC(Sc1nc2ccccc2o1)C(=O)O (stereo unspecified)
→ -16, -4, 23, -7, 0, -2, -23, -0.5, 10, -6
> CCOC(=O)C(CC(=O)O)NCc1ccco1 (stereo unspecified)
→ -10, 1, 16, -4, -2, -3, -19, -0.1, -22, -3
> Cc1nn(CC(=O)Nc2ccc3c(c2)nc2n3CCOC2)c(=O)c2ccccc12
→ 8, 2, -22, -12, -1, 0, -3, -0.3, 0, -1
> Cc1ccsc1/C=N/Nc1nc(Cl)c(Cl)cc1Cl
→ 37, 0, 6, 28, -2, 4, -8, 2.5, -162, 1
> CC(=O)N1CCN(c2nnnn2-c2ccccc2)CC1
→ 1, 1, 20, 4, -2, -17, -30, -0.1, -13, -8
> CC(C)(C)c1ccc(C(=O)NNC(=O)Cc2cccc3ccccc23)cc1
→ 1, -1, 16, 6, -1, -2, -16, 0.0, 34, 2
> COc1ccc(OC)c(/C=N\NC(=O)CSc2nnc(CCCc3ccc(OC)c(C)c3)o2)c1
→ -5, 4, 34, 6, -2, -3, -5, 0.2, -10, -3
> O=C(NC1CCCC1)C(c1ccncc1)N(C(=O)c1csnn1)c1ccc(F)cc1 (stereo unspecified)
→ -10, -1, 16, 6, -3, 0, -7, 0.1, -11, -3
> O=C(NCc1ccncc1)C(=O)Nc1nc(C23CC4CC(CC(C4)C2)C3)cs1
→ -54, 0, 13, -40, 0, -2, -4, -0.7, -1, -7
> Cn1c(SCC(=O)Nc2ccc(Br)cc2)nc(O)cc1=O
→ 16, -2, 7, -1, -4, -2, -28, -0.3, 0, -3
> Nc1c(Cl)cc(C2=NCCn3c2c2ccccc2[n+]3[O-])cc1Cl
→ -4, 4, 4, -5, /, 0, /, -2.2, 2, /
> NC(=S)Nc1ccc(F)cc1F
→ 19, 1, 8, 6, 3, 1, 26, -0.7, -20, 3
> CC1CC(C)CN(CCCNC(=O)c2cc3c(s2)-c2ccccc2OC3)C1 (stereo unspecified)
→ 10, 8, 3, -3, -2, -3, -9, -1.0, -24, 7
> CC(=O)c1cn(C)c(=O)c2ccccc12
→ -2, 0, 17, 0, 3, -2, -2, 0.1, -2, 3
> S=c1nc(-c2ccccc2)[nH]c2ccccc12
→ 6, -1, 16, 8, -2, -1, 1, 1.3, -32, 4
> CCn1ccnc1[C@@H]1C[C@H]2CN(Cc3ccccc3OC)C(=O)[C@]23CCCN13
→ -3, 6, 9, -5, -6, -2, -21, 0.1, 2, -1
> CC(C)CCN1C(=O)c2ccc(C(=O)Nc3ccccn3)cc2C1=O
→ -6, 1, -3, -9, -1, 1, 0, 0.3, -14, 10
> COc1ccccc1N(CC(=O)N/N=C/c1ccc(OCC(=O)NCc2ccco2)cc1)S(=O)(=O)c1ccc(C)cc1
→ 49, -3, 11, 17, 6, 1, 1, -1.8, 23, -1
> Cc1cccc(NC(=O)c2cccc(C(=O)Nc3cccc(C)c3)n2)c1
→ 18, -4, 23, -1, /, 2, /, 0.2, -9, /
> CC1CCCC(NC(=O)CCC(=O)NCc2ccccc2)C1C (stereo unspecified)
→ 15, -1, 9, 8, 4, 0, -15, -0.6, 6, -3
> COc1ccccc1C(=O)Nc1ccc(N2CCN(C(C)=O)CC2)cc1
→ -1, -3, 13, 2, -4, 1, -41, -0.2, -5, -2
> Cc1cc(C)cc(Oc2nn[nH]n2)c1
→ -10, 1, 7, 2, 4, 4, -32, -0.3, 13, 0
> CCS(=O)(=O)n1nc(-c2ccc(Cl)cc2)nc1SCc1ccccc1
→ 28, -4, -58, 10, -5, -6, -30, 2.2, -110, 9
> CCCN1C2CCCC1CC(NC(=O)c1ccccc1OCC)C2 (stereo unspecified)
→ 0, -1, 23, -9, 2, 1, -3, -0.4, -2, 7
> CCn1nc(-c2ccccc2)c2nc3ccccc3nc21
→ -3, -2, 20, -4, 1, -2, -2, -0.2, 11, 5
> O=C(Nc1ccc(N2C(=O)C3C4C=CC(C4)C3C2=O)cc1)Nc1nnc(C(F)(F)F)s1 (stereo unspecified)
→ 7, -5, 7, -1, 0, 3, -90, 0.3, -15, -2
> Cc1ccc(C(CC(=O)NCc2ccco2)c2ccccc2)c(O)c1 (stereo unspecified)
→ 0, 0, 19, -1, 4, -2, -16, -0.4, 13, -2
> COc1ccc(/C(C)=N/OC/C(O)=C(\C#N)c2nc3ccccc3[nH]2)cc1
→ 25, -1, 25, 10, 5, -10, -27, 0.1, 0, 2
> Cc1ccc(C)c(-c2cc(C(=O)Nc3sc(C)c(C)c3C(N)=O)c3ccccc3n2)c1
→ 43, -4, 31, 26, 3, 0, 12, -0.2, -28, 4
> COc1cc([N+](=O)[O-])ccc1NC(=O)CSc1nncn1-c1cccnc1
→ 5, -1, 24, 0, -6, 1, 8, -0.4, -6, 8
> O=C(Nc1ccc2c(c1)OCO2)C1CC(c2cccc(Br)c2)=NO1 (stereo unspecified)
→ -1, 3, /, -14, -1, /, -24, -1.2, -4, -2
> CCOC(=O)c1cc[nH]c1CC(=O)NC
→ -1, -1, 5, 3, 3, -5, 10, 0.2, -5, 4
> Cc1ccc(Cn2c(N3CCN(C)CC3)nc3c2c(=O)[nH]c(=O)n3C)cc1
→ -1, 1, 13, 5, 1, 0, -16, -0.6, -4, -1
> COC(=O)[C@H](C)NC(=O)Nc1ccc(Oc2ccccc2)cc1
→ -6, 5, -54, -6, -2, -2, 3, /, -15, 0
> COc1ccc(C)cc1NC(=O)c1[nH]c(C)c(C(C)=O)c1C
→ 3, -2, 4, 6, 1, 2, -5, 1.1, -49, 3
> O=C(O)c1ccc(CSc2ncnc3c2cnn3Cc2ccccc2)cc1
→ -5, /, 31, 0, 3, 0, 2, 0.2, 8, 1
> COc1ccc2nc(C)cc(SCC(=O)N/N=C/c3ccc(O)cc3O)c2c1
→ 36, 0, 47, 4, 0, 1, 22, 22*, 80*, 5
> Cc1ccc(C(=O)NNC(=O)CNc2cccc(Cl)c2)cc1
→ 10, -2, 46, 5, -1, -4, -24, 1.2, -57, -4
